# AMA1-RON2 inh – inhibitors of Plasmodium falciparum AMA1-RON2 interaction | AlphaScreen AMA1-biotinylated RON2 peptide binding | Potency, µM (highest dose often 58.2 µM), for the others: at the highest dose activity change, negative = inhibition, usual class: inhibitors | actives 0.2% (n = 360,000) | AID 720542; active = well fitted inhibition curve with a large enough effect; inconclusive = small, poorly fitted or top-dose-only effect; inactive = no such curve, though single readings can be large or run the other way;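 note: potency is the fitted concentration of half-maximal effect; 0% = vehicle wells and -100% = peptide control; nearly all actives have a fitted effect of over 45% in size; some results filed as inactive show a strong effect at the top dose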
#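 AMA1 (3D7) with his tag at 25 nM final met compounds first, then biotinylated RON2 peptide at 25 nM; detection used donor plus acceptor beads, 10 µg/mL apiece, read by AlphaScreen after 30 min at room temperature.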
# HCMV antiviral – blocks human cytomegalovirus replication; activity change, negative = inhibition, % at 57.5 µM; actives 4.5% (n = 410,000); HFF cells, HCMV-luciferase reporter, 72 h; active compounds read low; AID 1259415; in the data active = activity change below about -60%; inconclusive = no clear call, values can overlap the other calls; inactive = above about -39%
#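 Steps: HFFs plated, 16 h 37C; compounds added; HCMV-luciferase added to MOI 1 PFU/cell; 72 h 37C; OneGlo reagent, 5 min room temperature; luminescence read, normalized to controls.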
# * hit, by the source's call; ? = inconclusive; & = joins results of further samples; [ ] = remark or other dose. Unless noted, % is set by controls: 0 for no effect and ±100 for the full control effect.
# The first 3 entries as a preview:
SMILES,AMA1-RON2 inh,HCMV antiviral
CC(C)c1ccc(NC(=O)Nc2nc(C(N)C3CCCCC3)cs2)cc1 (stereo unspecified),66%[activator],-101*
COc1cc(C(=O)N2CCCCC2c2cc(C(=O)NCc3cccnc3)no2)cc(OC)c1C (stereo unspecified),12%,7
CCc1nc2ccc(C(=O)Nc3cccc(NS(C)(=O)=O)c3)cn2c1N(C)CCN1CCOCC1,-3%,5

# This part in full, from the start:
SMILES,AMA1-RON2 inh,HCMV antiviral
CC(C)c1ccc(NC(=O)Nc2nc(C(N)C3CCCCC3)cs2)cc1 (stereo unspecified),66%[activator],-101*
COc1cc(C(=O)N2CCCCC2c2cc(C(=O)NCc3cccnc3)no2)cc(OC)c1C (stereo unspecified),12%,7
CCc1nc2ccc(C(=O)Nc3cccc(NS(C)(=O)=O)c3)cn2c1N(C)CCN1CCOCC1,-3%,5
CC(C)C#Cc1cnc2c(c1)C(=O)N([C@H](C)CO)C[C@@H](C)[C@H](CN(C)C(=O)Nc1ccccc1F)O2,-12%,-1
CC(=NO)c1cc(Br)c2cccc3c2c1CC3,-2%,15
CC(=O)C1=CCC(c2ccc(Cl)cc2)N(S(=O)(=O)c2ccc(C)cc2)C1 (stereo unspecified),0%&-6%,?
O=C1c2ccccc2CCC12OC2c1ccncc1 (stereo unspecified),4%,3
Nc1[nH]c(C(=O)c2ccccc2)c(-c2ccc(Cl)cc2)c1C(=O)NCc1ccco1,22%,10
CCN(CC)CCN1CNC(=S)NC1,3%,-26
C[n+]1ccc2[nH]c3ccccc3c2c1,-1%,-12

# As entered above.
# For HCMV antiviral, `O=C1c2ccccc2CCC12OC2c1ccncc1` (stereo unspecified) reads 3
# For HCMV antiviral, `C[n+]1ccc2[nH]c3ccccc3c2c1` reads -12
# For AMA1-RON2 inh, `CC(=NO)c1cc(Br)c2cccc3c2c1CC3` reads -2%
# For AMA1-RON2 inh, `CCc1nc2ccc(C(=O)Nc3cccc(NS(C)(=O)=O)c3)cn2c1N(C)CCN1CCOCC1` reads -3%

# Other results follow.
SMILES,AMA1-RON2 inh,HCMV antiviral
COCCNc1ncnc2c1ncn2[C@H]1CN(CCOC)C[C@@H](CO)O1,-19%,-7
CC(C)(C)Cc1c(-c2cccc(Cl)c2)nc2ccc(Br)cn12,-1%,-21
CC(C)CNC(=O)C1(C)CCCN1C(=O)c1cccnc1Oc1ccccc1 (stereo unspecified),7%,19
COc1ccc(NC(=O)CN2C(=O)NC(C)(c3ccccc3)C2=O)cn1 (stereo unspecified),-5%,5
COCCCNC(=O)c1ccc2nc([C@@H]3O[C@H](CO)[C@H](O)[C@H](O)[C@H]3O)[nH]c2c1,25%,11
C[C@H](CO)N1C[C@H](C)[C@@H](CN(C)S(=O)(=O)c2cn(C)cn2)OCc2cnnn2CCCC1=O,0%,8
C[C@]12CC[C@@H](O)CC1=CCC1C2CC[C@@]2(C)C1CC[C@@H]2O (stereo partly specified),15%,22
O=C(O)c1ccc(S(=O)(=O)NN=Cc2c[nH]c3ccccc23)cc1,1%,7
COc1cccc(NC(=O)C2(C)CCN2C(=O)C2CCCCC2)c1 (stereo unspecified),-2%,9
CCCCCCCCN1C(=O)[C@H](CC(=O)NCc2ccc(OC)c(OC)c2)C[C@@]2(C(=O)OCC)CCCC=C12,?,13
CC(=O)Nc1cccc(-c2csc(C(C)(O)c3cccc(F)c3)n2)c1 (stereo unspecified),0%,0
CCCCNC(=O)C[C@@H]1C[C@@]2(C(=O)OCC)CCCC=C2N(CCC2=CCCCC2)C1=O,-13%,-32
COC(=O)N1C2CCCCC2=NN(c2ccccc2)N1C(=O)OC (stereo unspecified),20%,0
CCCCC[C@@H]1CCCCC[C@@H](O)C[C@@H](O)[C@@H](O)/C=C/C(=O)O1,8%,-20
O=C(NCc1ccc(Cl)cc1)N1CCN(C(=O)c2ccccc2)CC1,0%,-28
CC(C)(C)c1ccc(CC(=O)N2CCC2(C)C(=O)NS(=O)(=O)c2ccc(Cl)s2)cc1 (stereo unspecified),-2%,1
CC(=O)C1=CCC(c2ccc(F)cc2)N(S(=O)(=O)c2ccc(C)cc2)C1 (stereo unspecified),10%&7%,-21&-14
C[C@]1(O)CCC2C3CC[C@H]4C[C@@H](OC(=O)[C@@H](N)CCCCN)CC[C@]4(C)C3CC[C@@]21C (stereo partly specified),21%,1
O=C(NCc1ccccc1)C(C1CC1)n1c(=O)c(-c2cc3ccccc3[nH]2)nc2ccccc21 (stereo unspecified),78%[activator],28
COC(=O)C[C@H]1C[C@@H]2c3cc(NC(=O)Nc4ccc(F)cc4)ccc3O[C@@H]2[C@@H](CO)O1,15%,1

# Full records as entered above.
# COC(=O)N1C2CCCCC2=NN(c2ccccc2)N1C(=O)OC (stereo unspecified) as listed: AMA1-RON2 inh: 20%; HCMV antiviral: 0
# O=C(NCc1ccccc1)C(C1CC1)n1c(=O)c(-c2cc3ccccc3[nH]2)nc2ccccc21 (stereo unspecified) as listed: AMA1-RON2 inh: 78%[activator]; HCMV antiviral: 28

# Next part.
SMILES,AMA1-RON2 inh,HCMV antiviral
COc1ccc(-c2cc(NC=O)c3ncc(-c4cccc(C(=O)NCCN(C)C)c4)n3c2)cn1,43%[activator],-63*
CC(C)Nc1ncnc2c1ncn2[C@H]1CN(Cc2ccc3c(c2)OCO3)C[C@@H](CO)O1,7%,-25
COCCNC(=O)C[C@H]1C[C@H]2c3cc(NS(=O)(=O)c4ccc(F)cc4)ccc3O[C@H]2[C@H](CO)O1,-14%,10
O=C1NCN(c2ccccc2)C12CCN(C(c1cc3ccccc3o1)c1nnnn1C1CCCC1)CC2 (stereo unspecified),-11%,-24
Cc1noc(NS(=O)(=O)c2ccc(NS(=O)(=O)c3ccc(C(C)(C)C)cc3)cc2)c1C,-14%,-9
c1ccc(N2[C@@H]3CC[C@H]2c2ccccc2C3)cc1,-6%,25
CCOC(=O)C1(C)CCCN1C(=O)c1cccc(F)c1 (stereo unspecified),28%,-1
CC(C)Oc1ccc2ccccc2c1CNC[C@H]1O[C@@H](n2ccc(N)nc2=O)[C@H](O)[C@@H]1O,5%,-5
COc1ccc(C)cc1NC(=O)ON=C1CCCCC1,-8%,-37
CC1(C(=O)Nc2ccc3nc[nH]c3c2)CCN1C(=O)C1(c2ccccc2)CC1 (stereo unspecified),10%,-22
CCCCCCCCN1C(=O)[C@H](CC(=O)NCc2cccc3ccccc23)C[C@@]2(C(=O)OC)CCCCC=C12,-19%,11
COc1ccc(NC(=O)c2cc(-c3ccc(F)cc3C)n[nH]2)cc1OC,8%,-16
COc1cccc(-c2cnc(C(O)c3ccc(OC)c(F)c3)[nH]2)c1 (stereo unspecified),-8%,4
CCNC(=O)C1(C)CCN(C(=O)c2cc(F)ccc2C)C1 (stereo unspecified),-2%,2
CC(=O)c1cccc(NC(=O)C(C)Sc2nnc3ccccn23)c1 (stereo unspecified),-7%,20
CCOC(=O)C1(C)CCCN(C(=O)c2cc(C)on2)C1 (stereo unspecified),-5%,-7
CCCn1c(C)cc(C(=O)CN2C(=O)c3ccccc3S2(=O)=O)c1C,-5%,-86*
COC(=O)[C@@]12C[C@@H](CC(=O)NCC34CC5CC(CC(C5)C3)C4)C(=O)N(Cc3ccccc3)C1=CCC(C)(C)C2,-16%,8
Clc1ccccc1OCCNc1nc(NCC2CC2)nc2ccsc12,-9%,0
C=CCNC(=O)CN1C(=O)CSc2ccc(S(=O)(=O)N3CCOCC3)cc21,-9%,-19
O=C(OCc1cn([C@@H]2C[C@H](c3ccc(Cl)cc3)N(CC3CCCCC3)C[C@H]2O)nn1)c1ccccc1,14%,12
CCN(CC)C(=O)c1cccc(-c2csc(C(O)c3ccc(F)c(OC)c3)n2)c1 (stereo unspecified),-1%,-62*
COC(=O)[C@]12CCCCC=C1N(Cc1ccc3c(c1)OCO3)C(=O)[C@H](CC(=O)NCCCCc1ccccc1)C2,-17%,-2
CC(=O)Nc1ccc(NC(=O)CCCN2C(=O)C(c3ccccc3)Oc3cccnc32)cc1 (stereo unspecified),12%,19
CC(O)(c1ccccc1)c1nc(-c2ccc(S(C)(=O)=O)cc2)cs1 (stereo unspecified),2%,-21
Cc1cc(C)c2c(CN3CCCCCCC3)cc(=O)oc2c1,1%,23
Cc1nc(C(F)(F)F)ccc1C(=O)N1CCC1(C)C(=O)NS(=O)(=O)c1cccc(F)c1 (stereo unspecified),-3%,18
CC/C(=N\NC(=O)c1cc(C)oc1C)c1ccc(OC(F)F)cc1,81%[activator],9
Cc1ccc(SC[C@H](C)CN2CCC(NC(=O)OCc3ccccc3)CCC2=O)cc1 (stereo partly specified),-12%,-19
CCCCNC(=O)c1ccc2nc(CC)c(N(C)Cc3cccs3)n2c1,-5%,-5
O=C(COC(=O)CN1C(=O)C2CC=CCC2C1=O)Nc1cccc([N+](=O)[O-])c1 (stereo unspecified),0%,10
COc1ccc(C(NC(=O)C2CCN(CCOc3ccc(Cl)cc3Cl)CC2)c2cccs2)cc1 (stereo unspecified),0%,6
CCCCCCCCN1C(=O)[C@H](CC(=O)NCc2cccs2)C[C@@]2(C(=O)OC)CC(C)(C)CC=C12,3%,54
COCc1cccc(-c2csc(C(C)(NC(C)=O)c3ccccc3)n2)c1 (stereo unspecified),11%,-1
COc1ccc(S(=O)(=O)N2CCC(C(=O)NCCC(=O)NCc3ccccn3)CC2)cc1,-9%,-33
O=C(NC1CC1)c1ccc(-c2cnc3cccnn23)cc1,-1%,-1
O=C1c2ccccc2C(c2nnnn2-c2ccc3c(c2)OCCO3)N1Cc1ccc(F)cc1 (stereo unspecified),0%,-12
N#Cc1ccccc1NC(=O)C1CCCO1 (stereo unspecified),-2%,-11
Cc1cc(C)n2c(Nc3c(C)cccc3C)c(CCc3ccccc3)nc2n1,-2%,-16
COC(=O)[C@]12CCCCC=C1N(Cc1ccco1)C(=O)[C@H](CC(=O)NCC1CCCCC1)C2,1%,14
Cc1ccc(Cc2c(C3CCCCC3)nc3c(C)cc(Br)cn23)cc1,8%,-1
COc1ccc(NC(=O)c2cc(C3CCCCN3C(=O)c3cc(C(C)(C)C)nn3C)on2)c(C)c1 (stereo unspecified),-4%,-8
CCNC(=O)C1(C)CCN1CCS(=O)(=O)c1ccc(C)cc1 (stereo unspecified),-1%,-102*
CCCCOCCCNC(=O)C[C@@H]1C[C@@]2(C(=O)OC)CCCCC=C2N(CCc2ccc(OC)c(OC)c2)C1=O,3%,4
COc1ccc(NC(=O)C[C@H]2C(=O)N(C3CCCCC3)C[C@@H]2c2ccccc2)cc1,0%,26
CCc1nc2c(OCCOC)cccn2c1N(C)C(=O)c1ccco1,1%,22
COC(=O)C1(C)COP(=O)(Nc2ccc(OC)cc2)OC1 (stereo unspecified),7%,-39
C[C@@H]1CN([C@@H](C)CO)C(=O)c2c(c3ccccc3n2C)-c2ccccc2CO[C@H]1CN(C)S(=O)(=O)c1ccc(C#N)cc1,10%,?
O=C(Cc1cccc2ccccc12)NCC(=O)N1CCN(CC(=O)Nc2ccc(F)cc2)CC1,-6%,45
O=C(COC(=O)c1cc(=O)c2ccccc2o1)NCc1ccc(Cl)cc1,0%,-22
# Carrying on.
SMILES,AMA1-RON2 inh,HCMV antiviral
CC1OC(CCc2cccc(Cl)c2)Cc2[nH][nH]c(=O)c21 (stereo unspecified),50%[activator],69
CCCc1nc2c3ccccc3ccn2c1Cc1ccc(C)cc1,-17%,63
OC(c1ccc(F)c(F)c1)c1nc(-c2ccc(Cl)cc2)cs1 (stereo unspecified),15%,-15
O=C(O)c1cccc2c1C(=O)c1ccc(N3CCN(Cc4ccc5c(c4)OCO5)CC3)cc1S2(=O)=O,0%,-11
COc1ccc(CCNC(=O)c2ccc(F)c(S(=O)(=O)N3CCCCC3)c2)cc1,0%,?
COc1ccc(S(=O)(=O)N2CCC(C(=O)N[C@@H](C)C(=O)N3CCCC3)CC2)cc1,-6%,-10
Fc1cccc(Cc2c(C3CCCCC3)nc3c4ccccc4ccn23)c1,-8%,85
CC(C)(C)c1ccccc1NC(=O)Nc1nc(C(N)c2ccccc2Cl)cs1 (stereo unspecified),44%[activator],?
COc1ccccc1Cc1c(-c2ccco2)nc2ccc(Cl)cn12,-12%,17
O=C(NCCO)/C(=C\c1cccc([N+](=O)[O-])c1)NC(=O)c1cccs1,-1%,59
COc1ccc2c(c1)CCCO[C@]21O[C@H](CCO)C[C@H](O)[C@H]1O,5%,18
O=C(NC1CCCC1)C1c2ccccc2OCC(=O)N1CCc1ccccc1 (stereo unspecified),-10%,14
CCOC(=O)C(=O)N(C)c1c(CC)nc2c(OCc3ccccc3C)cccn12,-11%,-2
FC(F)(F)c1ccccc1-c1ccc2nncn2c1,-2%,1
CC1(Cc2cccc(C(F)(F)F)c2)C(=O)Nc2c(Cl)cccc21 (stereo unspecified),-1%,-13
CC(C)(C)c1ccc(CC(=O)N2CCC2(C)C(=O)NS(=O)(=O)c2ccccc2)cc1 (stereo unspecified),9%,-7
CC(C)NC(=O)C1(C)CN(S(C)(=O)=O)CC(=O)N1Cc1cccc(C(F)(F)F)c1 (stereo unspecified),3%,-7
O=C(c1nc2ccc(Cl)cn2c1CN1CCC[C@H]1CO)N1CCc2ccccc2C1,0%,-22
NC(c1csc(Nc2cc(NCc3ccco3)ncn2)n1)c1ccccc1Cl (stereo unspecified),29%,-10
Cc1ccc(Cc2c(-c3ccco3)nc3ccc(C)cn23)cc1,-16%,92

# Screens: PubChem, National Center for Advancing Translational Sciences (NCATS)

# Not all compounds are listed; count on the stated rates, not on these rows.
